Assay outcomes: PubChem, several laboratories
Neddylation inh: inhibitors of cullin neddylation, primary screen, biochemical, TR-FRET, uHTS, NAE and Ubc12; NEDD8-conjugating enzyme Ubc12 (Homo sapiens) + NEDD8-activating enzyme E1 regulatory …; 360,000 compounds, 0.58% hits; calls only at 25 µM; in the data active = inhibition above about 36%
SUMO1 PPI mod: modulators of SUMO1 protein-protein interactions, primary screen, biochemical, uHTS; Small ubiquitin-related modifier 1 (Homo sapiens), P63165; inhibition, % at 20 µM; SUMO1 binding to a labelled peptide, TR-FRET, 1 h; 360,000 compounds, 0.33% hits; in the data active = inhibition above about 37%
Scp1 inh: Scp-1 phosphatase inhibitors, primary screen, biochemical, colorimetric, uHTS; Carboxy-terminal domain RNA polymerase II polypeptide A small phosphatase 1 (Homo …; Recombinant Scp1, phosphopeptide, malachite green phosphate absorbance; inhibition, % at 20 µM; 340,000 compounds, 0.88% hits; AID 493091, 2011;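 active = inhibition above about 50% at 20 µM, limit read from the data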;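 also: plate controls were DMSO wells with enzyme for no effect and wells lacking enzyme for full effect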
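Material – SCP-1 phosphatase catalytic domain, residues 76-261 · Buffer or medium – Acidic Tris acetate buffer with magnesium and detergent · Also added – Phospho 17-mer peptide substrate · Compound – single 20 µM dose, 1% DMSO · Times – 45 min room-temperature reaction, 5 min colour, 30 min stabiliser · Technique – Phosphate-binding colour reagent, absorbance read at 630 nm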
Rin1 Abl inh: inhibitors of Rin1-Abl protein binding, primary screen, biochemical, TR-FRET | inhibition, % at 7.35 µM | 360,000 compounds, 0.4% hits | AID 588664, 2011; in the data active = inhibition above about 5%, passing the limit was not always enough
Target sequence (P00519 whole entry, looked up): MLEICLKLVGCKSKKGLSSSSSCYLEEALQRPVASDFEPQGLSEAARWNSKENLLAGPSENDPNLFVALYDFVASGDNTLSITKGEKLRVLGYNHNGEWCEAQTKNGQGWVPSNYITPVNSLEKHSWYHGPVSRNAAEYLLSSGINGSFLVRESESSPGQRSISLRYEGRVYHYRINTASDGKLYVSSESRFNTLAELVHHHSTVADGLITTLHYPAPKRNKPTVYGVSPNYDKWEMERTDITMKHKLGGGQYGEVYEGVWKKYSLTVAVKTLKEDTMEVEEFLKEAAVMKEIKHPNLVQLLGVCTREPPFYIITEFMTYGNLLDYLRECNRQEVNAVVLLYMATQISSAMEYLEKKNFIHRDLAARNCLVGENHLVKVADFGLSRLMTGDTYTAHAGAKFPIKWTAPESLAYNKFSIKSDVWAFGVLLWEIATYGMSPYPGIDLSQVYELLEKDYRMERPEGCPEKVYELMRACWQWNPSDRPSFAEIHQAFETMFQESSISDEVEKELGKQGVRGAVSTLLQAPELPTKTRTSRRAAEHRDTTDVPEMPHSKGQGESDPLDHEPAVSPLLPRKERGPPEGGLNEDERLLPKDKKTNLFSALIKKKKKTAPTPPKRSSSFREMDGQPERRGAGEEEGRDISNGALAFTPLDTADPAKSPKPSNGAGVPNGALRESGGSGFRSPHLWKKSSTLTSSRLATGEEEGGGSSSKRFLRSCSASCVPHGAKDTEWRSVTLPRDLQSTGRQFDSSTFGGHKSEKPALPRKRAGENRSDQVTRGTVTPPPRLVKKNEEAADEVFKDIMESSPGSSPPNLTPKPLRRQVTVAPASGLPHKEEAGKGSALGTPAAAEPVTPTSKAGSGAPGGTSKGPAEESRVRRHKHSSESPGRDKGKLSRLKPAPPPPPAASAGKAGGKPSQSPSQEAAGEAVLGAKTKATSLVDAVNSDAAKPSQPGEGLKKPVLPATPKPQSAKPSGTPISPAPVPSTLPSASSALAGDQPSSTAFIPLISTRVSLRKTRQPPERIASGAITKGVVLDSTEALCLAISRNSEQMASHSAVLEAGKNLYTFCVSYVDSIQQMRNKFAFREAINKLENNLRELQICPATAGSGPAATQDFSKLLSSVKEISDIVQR
Target sequence (Q13671 whole entry, looked up): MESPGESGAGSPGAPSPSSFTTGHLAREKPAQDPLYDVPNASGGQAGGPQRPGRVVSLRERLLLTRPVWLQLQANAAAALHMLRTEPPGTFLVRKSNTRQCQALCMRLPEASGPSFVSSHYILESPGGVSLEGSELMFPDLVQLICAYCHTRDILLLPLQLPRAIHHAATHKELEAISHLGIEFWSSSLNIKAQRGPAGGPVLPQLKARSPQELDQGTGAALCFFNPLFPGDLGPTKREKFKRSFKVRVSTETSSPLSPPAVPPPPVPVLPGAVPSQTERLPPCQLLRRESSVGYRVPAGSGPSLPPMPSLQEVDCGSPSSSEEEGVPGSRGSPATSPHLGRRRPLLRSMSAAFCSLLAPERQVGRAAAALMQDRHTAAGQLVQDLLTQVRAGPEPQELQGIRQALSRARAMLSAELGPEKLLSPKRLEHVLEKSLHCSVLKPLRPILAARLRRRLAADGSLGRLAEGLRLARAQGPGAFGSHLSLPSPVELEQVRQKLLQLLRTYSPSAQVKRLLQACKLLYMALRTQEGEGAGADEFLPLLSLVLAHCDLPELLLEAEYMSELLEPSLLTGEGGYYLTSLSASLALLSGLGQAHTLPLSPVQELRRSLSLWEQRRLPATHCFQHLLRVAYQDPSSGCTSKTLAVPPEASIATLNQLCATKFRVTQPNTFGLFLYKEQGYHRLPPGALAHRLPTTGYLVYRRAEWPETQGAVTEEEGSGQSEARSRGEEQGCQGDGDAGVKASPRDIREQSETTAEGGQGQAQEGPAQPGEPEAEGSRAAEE
LMPTP inh: LMPTP phosphatase inhibitors, primary screen, biochemical, fluorescence intensity, uHTS; AID 651560, 2012; 360,000 compounds, 0.22% hits; recombinant LMPTP-A, OMFP fluorogenic substrate; inhibition, % at 20 µM; Low molecular weight phosphotyrosine protein phosphatase (Homo sapiens), P24666;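 active = compounds that cut the enzyme signal by at least half of the control window in the single-dose screen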;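 also: plate controls were DMSO wells with enzyme plus substrate for no effect and substrate without enzyme for full effect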
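Assay system: LMPTP-A, protein tyrosine phosphatase of low molecular weight / Medium: pH 6.0 Bis-Tris buffer with DTT and Triton X-100 / Schedule: 50 min enzyme reaction at room temperature, protected from light / Measured by: endpoint fluorescence intensity from OMFP dephosphorylation / Read-out basis: % inhibition relative to no-enzyme and uninhibited control wells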
DNMT1 inh: human DNMT1 methyltransferase inhibitors, primary screen, biochemical, molecular beacon, fluorescence, HinP1I cleavage, uHTS; 360,000 compounds, 0.83% hits; inhibition (reported as % activation of signal), % at 10 µM; AID 588458, 2011; DNA (cytosine-5)-methyltransferase 1 (Homo sapiens), P26358; in the data active = inhibition above about 50%
Rpn11 inh: Rpn11 (PSMD14) deubiquitinase inhibitors, primary screen, biochemical, fluorescence polarization, uHTS; 26S proteasome non-ATPase regulatory subunit 14 (Homo sapiens), O00487; human 26S proteasome, Ub4-pepOG fluorescence polarization; 20S core pre-blocked with epoxomicin; 360,000 compounds, 0.59% hits; calls only at 20 µM;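 active = inhibition at 20 µM, scaled to each plate's controls, above about 33%, limit read from the data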
CSN deneddyl inh: inhibitors of CSN-mediated cullin deneddylation, primary screen, biochemical, fluorescence polarization, uHTS; COP9 signalosome complex subunit 5 (Homo sapiens), Q92905; Purified CSN, SCF-Nedd8-OG deneddylation; inhibition, % at 12.5 µM; 360,000 compounds, 0.38% hits;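 active = pattern-corrected inhibition above about 35%, with an unprinted fluorescence ratio check between 0.5 and 1.5, limit read from the data, passing the limit was not always enough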;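 also: 0% = enzyme with substrate and 100% = substrate without enzyme; some results filed as inactive read as strong as hits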
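Material: purified human Csn5 enzyme expressed in HEK293T cells / Medium: Tris buffer pH 7.5, NaCl, DTT, Tween-20, trehalose, ovalbumin / Compound dosing: 12.5 µM single point / Schedule: 90 min incubation of compound, enzyme and substrate at room temperature / Signal: fluorescence polarization of the substrate / Control set: no-enzyme wells high, enzyme-with-substrate wells low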
STEP block: STEP phosphatase inhibitors, primary screen, biochemical, fluorescence intensity, uHTS. recombinant STEP, OMFP fluorogenic substrate. Tyrosine-protein phosphatase non-receptor type 5 (Homo sapiens), P54829. inhibition, % at 20 µM. 360,000 compounds, 0.25% hits. AID 588621, 2011;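 active = inhibition at 20 µM, scaled per plate between control wells, above about 37%, limit read from the data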;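 also: 0% = DMSO with enzyme and substrate and 100% = substrate only without enzyme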
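System: isolated STEP enzyme; schedule: 20 min enzyme reaction at room temperature, protected from light; medium: Bis-Tris buffer pH 6.0, 2.5 mM DTT, 0.005% Tween 20; signal: fluorescence, 480/540 nm; dosing: single compound dose of 20 µM, 1% DMSO final; also added: OMFP substrate, 25 µM final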
NadD block: inhibitors of S. aureus NadD, primary screen, biochemical, colorimetric, uHTS; Nicotinate-nucleotide adenylyltransferase NadD (Staphylococcus aureus N315); purified NadD enzyme, colorimetric absorbance read-out; inhibition, % at 20 µM; 360,000 compounds, 0.78% hits; AID 602399, 2012; in the data active = inhibition above about 26%; also: some compounds past the cut are filed as inactive
An asterisk follows results filed as active; i = inactive; nt = not tested or not shown.

nr	smiles	DNMT1 inh	NadD block	Scp1 inh	Rin1 Abl inh	LMPTP inh	Rpn11 inh	Neddylation inh	SUMO1 PPI mod	STEP block	CSN deneddyl inh
1	Cc1nnc(SCC(=O)Nc2ccc(N3CCOCC3)cc2)n1-c1ccccc1	-1	-8	-12	-1	-3.5	i	i	-3	4	0
2	Cc1cccc(CSc2nnc(-c3ccco3)n2C)c1	12	2	16	5	0.0	i	i	-8	1	-2
3	O=C1C(=O)N(c2ccc(O)cc2)C(c2ccccc2[N+](=O)[O-])/C1=C(\O)c1ccccc1 (centres undefined)	-4	0	-16	-2	-0.4	i	i	-23	6	-2
4	CC(C)CNS(=O)(=O)c1ccc(CCC(=O)N2CCCC2)cc1	1	-5	8	0	0.6	i	i	-1	-2	-2
5	CCOC(=O)C1=C(c2ccccc2)OC(N)=C(C#N)C1c1ccco1 (centres undefined)	5	-5	1	1	1.2	i	i	-14	-6	2
6	Cc1ccc(S(=O)Cc2ccc(C(=O)N3CCN(C(=O)c4ccco4)CC3)o2)cc1 (centres undefined)	-2	-1	-6	-1	-0.6	i	i	7	2	4
7	CN1CC(=O)NC1=NC(=O)c1ccc(Cl)c(S(=O)(=O)N2CCCCCC2)c1	-2	-2	-7	0	-1.1	i	i	1	2	2
8	Cc1coc2c1c(C)cc1oc(=O)c(CC(=O)NCCC(=O)O)c(C)c12	4	-3	-4	-4	0.2	i	nt	-9	-2	1
9	Cc1ccc(-n2nnc3c(=O)n(CC(=O)N4CCOCC4)cnc32)cc1	1	-3	-7	-6	-1.9	i	i	-5	0	-4
10	CC(CC(=O)N1CCN(c2ccc(C(F)(F)F)cn2)CC1)n1ccnc1 (centres undefined)	3	-2	0	0	-0.5	i	i	1	0	-4
11	COc1cccc2ccc(CC(O)(c3ccccc3)c3ccccc3)nc12	-8	2	nt	-3	1.6	i	i	0	1	1
12	COC(=O)N/N=C/c1cn(CC(C)COc2ccccc2)c2ccccc12 (centres undefined)	-6	-6	-3	4	1.1	i	i	-2	1	-2
13	O=C(COC(=O)CCN1C(=O)C2CC=CCC2C1=O)NCCc1ccccc1 (centres undefined)	4	-4	-3	3	-0.7	i	i	2	-4	-1
14	CCOc1ccc(C(=O)NC(=S)NCc2cccnc2)cc1	2	-3	-7	1	-0.4	i	i	-1	0	-4
15	CCOc1ccc(N2C(=O)C(CC(=O)Nc3ccc(F)cc3)N(Cc3ccccn3)C2=S)cc1 (centres undefined)	-2	3	-4	-2	0.5	i	i	-7	-2	2
16	O=C(COC(=O)c1ccc(Br)o1)Nc1ncc([N+](=O)[O-])s1	71*	4	18	0	3.2	i	i	4	1	18
17	O=c1cc(O)c(-c2cccc(C(F)(F)F)c2)c(Cl)[nH]1	-2	-2	1	-1	-2.3	i	i	-4	0	-7
18	CCC(C)NC(=O)C1CCN(c2nc(OC)nc(OC)n2)CC1 (centres undefined)	2	-3	5	4	-1.4	i	i	2	0	-2
19	CCNC(=O)COc1ccc(/C=C2\COc3ccccc3C2=O)cc1OC	-1	-3	25	-2	0.8	i	i	10	0	14
20	CCOC(=O)C1CCN(C(=O)Cc2ccc(C)cc2)CC1	2	0	-6	-1	-0.2	i	i	-1	5	0

8 entries already listed, ordered by molar mass, ascending.
nr	smiles	DNMT1 inh	NadD block	Scp1 inh	Rin1 Abl inh	LMPTP inh	Rpn11 inh	Neddylation inh	SUMO1 PPI mod	STEP block	CSN deneddyl inh
20	CCOC(=O)C1CCN(C(=O)Cc2ccc(C)cc2)CC1	2	0	-6	-1	-0.2	i	i	-1	5	0
17	O=c1cc(O)c(-c2cccc(C(F)(F)F)c2)c(Cl)[nH]1	-2	-2	1	-1	-2.3	i	i	-4	0	-7
18	CCC(C)NC(=O)C1CCN(c2nc(OC)nc(OC)n2)CC1 (centres undefined)	2	-3	5	4	-1.4	i	i	2	0	-2
9	Cc1ccc(-n2nnc3c(=O)n(CC(=O)N4CCOCC4)cnc32)cc1	1	-3	-7	-6	-1.9	i	i	-5	0	-4
19	CCNC(=O)COc1ccc(/C=C2\COc3ccccc3C2=O)cc1OC	-1	-3	25	-2	0.8	i	i	10	0	14
1	Cc1nnc(SCC(=O)Nc2ccc(N3CCOCC3)cc2)n1-c1ccccc1	-1	-8	-12	-1	-3.5	i	i	-3	4	0
3	O=C1C(=O)N(c2ccc(O)cc2)C(c2ccccc2[N+](=O)[O-])/C1=C(\O)c1ccccc1 (centres undefined)	-4	0	-16	-2	-0.4	i	i	-23	6	-2
6	Cc1ccc(S(=O)Cc2ccc(C(=O)N3CCN(C(=O)c4ccco4)CC3)o2)cc1 (centres undefined)	-2	-1	-6	-1	-0.6	i	i	7	2	4

(next part)
nr	smiles	DNMT1 inh	NadD block	Scp1 inh	Rin1 Abl inh	LMPTP inh	Rpn11 inh	Neddylation inh	SUMO1 PPI mod	STEP block	CSN deneddyl inh
21	CC(C)CN(C(=O)COC(=O)CN1C(=O)c2ccccc2C1=O)c1c(N)n(Cc2ccccc2)c(=O)[nH]c1=O	3	8	1	1	0.5	i	i	-5	0	0
22	Cn1c(SCC(=O)Nc2ccc3[nH]c(=O)[nH]c3c2)nnc1-c1ccc(F)cc1	7	4	-11	-1	0.9	i	i	10	-1	4
23	CNS(=O)(=O)c1cc2c3c(cccc3c1)C(=O)NC2=O	0	1	-3	0	-0.7	i	i	-9	-2	11
24	Cc1cc(Br)cc(C=Nc2ccc(N3CCOCC3)cc2)c1O	-2	-2	-17	0	3.9	i	i	-7	3	5
25	CSc1ccc(S(=O)(=O)NCC(=O)OCCOc2ccccc2)cc1[N+](=O)[O-]	11	-13	5	-2	5.0	i	i	-6	5	-2
26	O=C(NC(=S)Nc1ccccc1C(F)(F)F)c1ccccc1F	3	5	-2	-3	-0.5	i	i	-3	1	-2
27	CC(C)CN(C(=O)COC(=O)CCN1C(=O)c2ccccc2C1=O)C1CCS(=O)(=O)C1 (centres undefined)	2	1	-1	-2	-1.5	i	i	-6	-3	0
28	CCN(CC)C(=O)[C@H]1C[C@H](CC(=O)NCCCN(C)C)C(=O)N2CCc3c([nH]c4cc(CCC(=O)N(C)C)ccc34)[C@]12C	3	3	7	-2	-12	i	i	-21	0	-6
29	O=C(Cc1ccc(S(=O)(=O)N2CCCC2)s1)Nc1cccc([N+](=O)[O-])c1	-11	-5	-9	2	2.0	i	i	-20	0	2
30	Cc1ccccc1NCc1nc2ccccc2n1C	1	-12	-5	3	-0.1	i	i	2	-1	2
31	Cc1ccc(C)c(NC(=O)c2oc(=O)c3ccccc3c2-c2ccccc2)c1	-3	-5	-12	-5	1.1	i	i	-3	8	-1
32	CN(Cc1ccc(Cl)c(Cl)c1)C(=O)c1cccc(S(=O)(=O)N2CCN(Cc3ccccc3)CC2)c1	-51	3	-6	-3	-3.4	i	i	-130	0	4
33	O=C(Nc1cccc(C(=O)O)c1)/C(=C\c1ccccc1)NC(=O)c1ccccc1	4	-3	-5	5	-1.5	i	i	-6	0	0
34	COc1ccc(CCC(=O)NNC(=O)Nc2cc(Cl)ccc2C)cc1	1	-1	-2	0	-3.4	i	i	3	-1	1
35	CC(=O)NC(c1ccc(F)c(F)c1)c1nc(-c2cnc3ccccc3c2)cs1 (centres undefined)	5	2	nt	0	-0.1	i	i	-24	0	-2
36	COC(=O)c1ccc(-c2ccco2)n1Cc1ccccc1Cl	-2	8	-13	5	1.2	i	i	-3	-1	49*
37	S=c1[nH]nc(C2CCCCC2)n1/N=C/c1c(Cl)cccc1Cl	3	0	0	3	2.1	i	i	2	-1	9
38	COc1ccc(C(=O)Nc2cc(C(F)(F)F)ccc2Cl)cc1OC	-4	2	-9	1	3.2	i	i	2	-2	-3
39	Cc1cc2c(ncn2C)c(NS(=O)(=O)c2ccccc2Cl)c1C	5	1	0	2	-0.3	i	i	4	4	-4
40	N#Cc1nc(-c2ccc(OCc3ccccc3)cc2)oc1NCc1cccnc1	-6	-21	0	-2	4.6	i	i	0	-2	-3

(cont.)
nr	smiles	DNMT1 inh	NadD block	Scp1 inh	Rin1 Abl inh	LMPTP inh	Rpn11 inh	Neddylation inh	SUMO1 PPI mod	STEP block	CSN deneddyl inh
41	Cc1ccc2nc(-c3ccccc3)c(Cc3ccsc3)n2c1	nt	2	nt	nt	0.5	nt	i	10	nt	2
42	CC1CCCCC1NCc1cccc([N+](=O)[O-])c1 (centres undefined)	-3	-4	-4	2	1.1	i	i	-12	0	2
43	COc1ccc(CC(=O)NC2CCSc3ccccc32)c(OC)c1 (centres undefined)	-2	-16	-5	0	0.6	i	i	-5	1	0
44	O=c1oc2ccc(NS(=O)(=O)c3cccc4cccnc34)cc2s1	-1	6	9	-1	0.6	i	i	2	4	0
45	COc1ccc2oc(C(=O)Nc3nc4ccccc4[nH]3)c(C)c2c1	0	0	-2	1	0.6	i	i	-7	14	0
46	N#Cc1ccc(C(=O)Nc2ccc(S(=O)(=O)NC3=NCCCCC3)cc2)cc1	0	-2	0	-3	-0.8	i	i	18	2	0
47	CCN=C1SC(CC(=O)Nc2ccccc2OCC)C(=O)N1CC (centres undefined)	2	-5	-9	1	-2.8	i	i	-1	6	1
48	c1ccc2nc3c(nc2c1)c1ccccc1n3CCN1CCOCC1	2	5	-4	-11	3.4	i	i	-16	2	5
49	COc1ccccc1C(CNC(=O)C1CC(=O)N(Cc2ccc(C)cc2)C1)N1CCCC1 (centres undefined)	-16	3	-5	-2	-13	i	i	-41	-1	1
50	CCNc1c(NS(=O)(=O)c2ccc([N+](=O)[O-])cc2)c(=O)oc2ccccc12	-1	1	5	1	0.6	i	i	-4	0	0
51	CCOC(=O)c1cc(C)n(-c2ccc(OC)c(OC)c2)c1C	3	-6	-10	0	0.1	i	i	0	1	2
